Screening results (PubChem)
CCR6 antagonist = blocks CCL20-driven beta-arrestin recruitment at human CCR6. P51684. CHO-K1 CCR6 PathHunter beta-arrestin, luminescence, CCL20-stimulated. inhibition, % at 20 µM. 340,000 tested, 0.49% active. AID 493098;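 active = compounds whose inhibition of the agonist-driven luminescence signal at 20 µM reaches about 50%, limit read from the data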;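 note: cells stimulated with CCL20 at 14 nM final; plate controls were DMSO with CCL20 for no effect and DMSO without agonist for full effect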
Target sequence (P51684 whole entry, looked up): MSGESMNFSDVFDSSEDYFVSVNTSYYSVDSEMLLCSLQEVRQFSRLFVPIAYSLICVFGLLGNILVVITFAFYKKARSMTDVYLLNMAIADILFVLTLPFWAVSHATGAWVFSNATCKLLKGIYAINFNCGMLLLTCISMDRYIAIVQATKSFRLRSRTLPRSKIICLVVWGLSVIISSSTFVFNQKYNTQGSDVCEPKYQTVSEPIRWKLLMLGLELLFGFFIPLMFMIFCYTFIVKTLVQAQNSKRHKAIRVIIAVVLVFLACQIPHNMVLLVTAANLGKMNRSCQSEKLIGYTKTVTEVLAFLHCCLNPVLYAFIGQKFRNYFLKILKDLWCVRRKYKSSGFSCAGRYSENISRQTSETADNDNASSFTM
EBI2 block = EBI2 (human) antagonism; EBI2 beta-arrestin recruitment, luminescence, 7a,25-OHC stimulated; 360,000 tested, 0.81% active; inhibition, % at 5 µM; AID 651636; in the data active = inhibition above about 38%;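 note: enzyme fragment complementation signal reports receptor beta-arrestin coupling in cells; 0% = agonist plus DMSO wells and 100% = wells without agonist; some results beyond the cut were filed as inactive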
ATG4B inhibitor = inhibitors of human ATG4B cysteine protease; ATG4B cleavage of LC3-PLA2, NBD-HPC fluorescence, 1 h; inhibition, % at 8.33 µM; 340,000 tested, 0.51% active; AID 504462; in the data active = inhibition above about 40%
Target sequence (Q9Y4P1 whole entry, looked up): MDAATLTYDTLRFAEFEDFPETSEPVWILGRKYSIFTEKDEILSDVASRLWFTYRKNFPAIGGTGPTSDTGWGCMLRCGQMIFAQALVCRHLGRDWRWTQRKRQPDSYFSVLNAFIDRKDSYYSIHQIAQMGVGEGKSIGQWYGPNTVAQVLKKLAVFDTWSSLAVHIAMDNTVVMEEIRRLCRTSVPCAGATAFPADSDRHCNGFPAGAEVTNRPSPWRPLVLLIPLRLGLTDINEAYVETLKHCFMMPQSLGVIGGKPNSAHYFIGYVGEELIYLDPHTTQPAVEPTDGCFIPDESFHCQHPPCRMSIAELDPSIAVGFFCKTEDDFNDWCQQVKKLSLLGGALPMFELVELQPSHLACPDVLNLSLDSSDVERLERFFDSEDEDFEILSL
Gli-Sufu block = blocks Gli-Sufu signaling in a luciferase reporter | Sufu-KO-LIGHT fibroblasts, Gli luciferase reporter luminescence | inhibition, % at 5 µM | 340,000 tested, 0.74% active | AID 588413;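 active = inhibition above about 55%, limit read from the data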;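 note: 0% = DMSO-treated cells and 100% = wells with medium but no cells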
CXCR6 inh = blocks human CXCR6 beta-arrestin recruitment | O00574 | CHO-K1 PathHunter CXCR6 beta-arrestin, luminescence | inhibition, % at 20 µM | 360,000 tested, 0.36% active; in the data active = inhibition above about 34%, passing the limit was not always enough;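 note: antagonist mode with CXCL16 agonist at 10 nM final; 0% = 10 nM CXCL16 with DMSO and 100% = unstimulated wells without agonist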
UBC13 polyUb = blocks human UBC13 polyubiquitin chain formation; P61088; TR-FRET; inhibition, % at 20 µM; 330,000 tested, 0.47% active; in the data active = inhibition above about 45%, passing the limit was not always enough
Target sequence (P61088 whole entry, looked up): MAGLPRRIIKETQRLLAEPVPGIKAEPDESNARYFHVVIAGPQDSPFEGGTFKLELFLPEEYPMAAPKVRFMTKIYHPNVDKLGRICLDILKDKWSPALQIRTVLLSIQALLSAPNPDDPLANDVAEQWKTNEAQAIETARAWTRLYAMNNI
APJ agonist = activates the human apelin receptor APJ; P35414; CHO-K1 APJ PathHunter beta-arrestin, luminescence; 0% DMSO wells, 100% apelin; activation, % at 20 µM; 330,000 tested, 0.11% active;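 active = activation more than six SD over the plate average, tested at 20 µM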;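 note: 0% = DMSO alone and 100% = apelin-13 at 10 nM; some results filed as inactive read as strong as hits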
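assay system = CHO-K1 APJ beta-arrestin complementation cell line | input = cell density 1000 per well | dosing = compound 20 µM once, DMSO 1% | timing = compound 90 min 25 °C, reagent 1 h | measured by = luminescence from split beta-galactosidase complementation, Galacton Star/Emerald II substrate | read-out basis = APJ agonist activity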
APJ antag = blocks the human apelin receptor APJ; inhibition, % at 20 µM; AID 2521; 330,000 tested, 0.32% active; CHO-K1 APJ beta-arrestin complementation, luminescence; P35414;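 active = inhibition above about 40% at 20 µM, limit read from the data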;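 note: cells challenged with 10 nM apelin-13 agonist together with compound; plate controls were apelin-13 plus DMSO wells for no effect and DMSO wells lacking apelin-13 for full effect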
An asterisk follows results filed as active; · = no result given.

SMILES	CCR6 antagonist	EBI2 block	ATG4B inhibitor	Gli-Sufu block	CXCR6 inh	UBC13 polyUb	APJ agonist	APJ antag
CC(C)(NO)/C(=N\O)c1ccccc1	19.2	1.5	6.7	-0.6	1.6	-13.8	2.3	10.7
OC(c1ccccn1)C1CCN(Cc2nc(C(c3ccccc3)c3ccccc3)no2)CC1 (centres undefined)	8.4	-0.4	23.8	-3.3	-4.6	-5.6	-1.5	1.8
Cc1cccc(C)c1NC(=O)COC(=O)CCc1c[nH]c2ccccc12	3.1	-9.7	-52.7	1.4	-2.3	9.1	-1.2	21.7
CSc1ccc(/C=N/n2nnnc2N)cc1	21.6	-14.2	8.4	-27.3	-6.8	4.7	-3.9	8.3
O=C(O)C1CC=CCC1C(=O)Nc1cccnc1 (centres undefined)	6.1	-4.2	5.1	1.9	-2.8	-3.0	-2.6	-2.7
O=C(Nc1ccc2nccnc2c1)c1cnccn1	-4.5	-10.6	-2.5	-22.1	-7.5	-11.4	0.5	2.5
CCOC(=O)N1CCN(C(=O)CCS(=O)(=O)c2ccc3c(c2)CCN3C(=O)CC)CC1	6.8	-6.8	10.9	-2.7	1.6	-5.1	4.8	9.1
CCOC(=O)CCCNC(=O)c1cncc(O)c1	-19.8	-2.8	-4.2	-2.3	-1.7	11.5	3.2	23.4
CC1CCCCN1C(=O)CSc1nnc(-c2ccco2)n1C (centres undefined)	-7.7	7.5	0.6	17.9	-3.2	-4.6	0.0	17.1
C=CCNc1nc(N)c([N+](=O)[O-])c(N2CCCCCC2)n1	6.5	-4.7	8.3	2.1	3.5	10.1	-3.4	27.2
Cn1ncc2c1ncn1nc(COc3ccc4ccccc4c3)nc21	-9.9	3.8	-5.0	0.2	-6.5	2.4	-2.4	-4.6
CC(=O)N1N=C(c2ccccc2)CC1c1ccccc1 (centres undefined)	12.1	4.7	-0.7	19.1	4.3	0.0	-4.0	5.1
CCc1noc(C)c1C(=O)Nc1nc(-c2ccc(OC)cc2)cs1	10.6	-6.8	-1.0	17.1	-2.2	1.9	2.4	-5.3
CC(=O)N1CCN(Cc2nc3cc(NS(C)(=O)=O)ccc3n2C)CC1	-6.6	-3.8	5.8	-0.6	-6.4	3.7	1.2	5.7
CC(SCc1ccccc1)C(=O)NN=C1CCN(C)CC1 (centres undefined)	8.1	-0.1	4.9	-20.6	0.9	1.4	5.8	12.6
COc1ccc(-c2cc3cc(OC)c(OC)cc3cn2)cc1	7.2	22.4	-12.7	-29.9	5.0	9.3	-1.3	12.8
CC(=O)Nc1cc(C(=O)O)ccc1S(=O)(=O)c1ccc(Cl)cc1	4.0	6.1	0.8	-1.5	-16.1	18.4	-4.8	1.3
CC(=O)Nc1ccc(Nc2cc(C)nc3ccccc23)cc1	-3.6	10.2	-3.3	1.9	1.2	-7.6	-4.5	-9.2
COc1ccc2[nH]c(=O)c(CN(Cc3ccco3)C(=O)c3ccccc3)cc2c1	7.7	3.4	-13.1	95.0*	8.1	-7.0	-4.0	-1.7
O=C1C=C(c2ccc(-c3ccccc3)cc2)C[C@@H](c2ccc(F)cc2)C1	11.4	24.5	-4.1	3.6	3.7	6.2	-3.4	2.3
Cn1nc(C(F)(F)F)c2cc(C(=O)Nc3ccc(F)cc3F)sc21	-8.6	21.1	-19.1	33.0	-1.8	1.5	-1.1	26.8
CCn1c(-c2ccc3ncccc3c2)n[nH]c1=S	-5.3	-2.3	-6.5	3.1	-9.7	-5.1	-0.1	-5.1
COc1cccc(CNC(=O)CCC2CCCN(C(=O)c3ccc(OC)c(F)c3)C2)c1 (centres undefined)	12.9	7.5	-4.7	5.3	2.5	-3.4	-1.4	-14.1
Oc1c(N=NC(=S)Nc2ccccc2F)c2ccccc2n1Cc1ccccc1	16.2	11.7	-4.9	21.0	-5.4	-59.2	1.6	-22.3
O=[n+]1c2c(n([O-])c3c1CCCC3)CCCCC2	-8.0	-7.8	-3.3	-2.6	-12.5	-3.9	-4.3	-0.2

Structures above that have a furan ring, fused or not (2):
SMILES	CCR6 antagonist	EBI2 block	ATG4B inhibitor	Gli-Sufu block	CXCR6 inh	UBC13 polyUb	APJ agonist	APJ antag
CC1CCCCN1C(=O)CSc1nnc(-c2ccco2)n1C (centres undefined)	-7.7	7.5	0.6	17.9	-3.2	-4.6	0.0	17.1
COc1ccc2[nH]c(=O)c(CN(Cc3ccco3)C(=O)c3ccccc3)cc2c1	7.7	3.4	-13.1	95.0*	8.1	-7.0	-4.0	-1.7

Back to the main list, repeating the 2 entries before the break.
SMILES	CCR6 antagonist	EBI2 block	ATG4B inhibitor	Gli-Sufu block	CXCR6 inh	UBC13 polyUb	APJ agonist	APJ antag
Oc1c(N=NC(=S)Nc2ccccc2F)c2ccccc2n1Cc1ccccc1	16.2	11.7	-4.9	21.0	-5.4	-59.2	1.6	-22.3
O=[n+]1c2c(n([O-])c3c1CCCC3)CCCCC2	-8.0	-7.8	-3.3	-2.6	-12.5	-3.9	-4.3	-0.2
COCCn1c(-c2ccccc2)nc2oc3cc(OC)ccc3c(=O)c2c1=O	-0.4	-3.8	1.8	-6.3	-7.1	-3.5	3.5	-15.2
CC(=O)N1c2ccc(S(=O)(=O)NCCC(=O)NC3CCCC(C)C3C)cc2CC1C (centres undefined)	0.9	-0.7	6.8	40.2	-6.6	-2.3	-2.8	14.1
Cc1ccc(C(=O)NN2C(=O)C3C(C2=O)C2C=CC3C23CC3)cc1 (centres undefined)	9.9	0.9	3.1	-3.7	1.0	-4.6	-0.2	1.0
CC(C)/C=C1\CCc2c([nH]c3ccccc23)C1=O	0.3	-1.0	8.2	-24.9	-11.4	16.6	-3.8	-7.7
CC(C)c1ccc(/C=N/n2c(-c3ccccc3)n[nH]c2=S)cc1	16.7	-0.9	-0.1	1.1	8.0	-11.4	-1.2	10.8
CC(CNS(=O)(=O)c1ccc2c(c1)NC(=O)CCS2)c1ccccc1 (centres undefined)	13.1	7.1	-10.5	7.9	-15.8	12.1	-3.4	3.2
Cc1[nH]n(-c2ccccc2)c(=O)c1C=Nc1ccc(S(=O)(=O)NC(N)=O)cc1	8.4	-1.1	8.0	-6.3	1.1	-3.2	-3.8	7.5
CCCNc1nc2c(c(=O)[nH]c(=O)n2C)n1CCCc1ccccc1	2.9	-0.3	-6.8	4.4	1.7	3.0	4.1	7.4
Cc1ccc(NC2=NC3(CCCCC3)N=C(N)N2)c(C)c1	-5.6	0.7	-6.8	-0.2	-8.1	-6.1	-2.3	16.6
CCOC(=O)C(CCCCCOc1ccccc1[N+](=O)[O-])C(=O)OCC	5.8	1.6	14.2	-2.9	-4.5	-0.6	0.2	-6.9
COc1ccc(NC(=O)N2CCn3c2nc2ccccc23)cc1	-1.7	-0.3	-22.3	7.5	5.4	0.4	0.7	-4.0
COc1cc(/C=N/NC(=O)c2ccncc2)c([N+](=O)[O-])cc1OC	-4.5	-2.5	1.5	18.9	-7.8	-10.4	-1.6	6.3
COc1ccc(NC(=O)CN2C(=O)NC(C)(C3CC3)C2=O)cc1S(=O)(=O)N1CCCCC1 (centres undefined)	8.0	0.1	-3.1	-5.4	1.9	0.5	-2.1	17.0
Cc1cccc(C)c1NS(=O)(=O)c1ccc(NC(=O)c2ccc(Cl)c([N+](=O)[O-])c2)cc1	-22.3	5.3	48.5*	4.5	-21.1	5.5	3.6	1.9
Cc1ccc2c(c1)cc(C)c1nnc(SCC(=O)NCc3ccco3)n12	-1.5	-1.2	-7.5	-1.2	2.0	-0.5	4.4	16.9
N#C/C(=C/c1ccc(OC(=O)c2ccc(Br)s2)cc1)c1nc2ccccc2[nH]1	7.7	16.9	3.5	-30.8	3.0	·	·	·
CC(C)Cc1nc(S(=O)(=O)c2ccc(Cl)cc2)c(N2CCOCC2)o1	7.7	-1.0	-3.3	6.1	-3.0	-1.4	-1.6	6.7
CCCCCCCNC(=O)CN1C(=O)CSc2ccc(S(=O)(=O)N3CCOCC3)cc21	12.0	5.3	3.2	-1.5	5.2	3.5	1.6	19.9
CCN(CC)S(=O)(=O)c1ccc(N2CCN(C)CC2)c(NC(=O)CSCC(=O)Nc2cccc(C)c2)c1	5.5	4.4	10.7	18.6	-2.0	13.0	5.6	-0.7
Cc1ccc(Nc2nc(N)nc(CN3CCN(C(=O)c4ccco4)CC3)n2)cc1Cl	17.6	10.0	-22.4	13.0	-4.9	-0.9	1.4	-0.6
O=C(Nc1ccc([N+](=O)[O-])cn1)c1ccc(Br)o1	-9.7	-20.6	24.1	-17.5	-3.1	-11.6	-4.4	-2.7
COc1ccc(Cl)cc1NC(=O)CCS(=O)(=O)c1cc2c(cc1C)NC(=O)CO2	12.0	0.9	-0.7	1.9	24.4	5.0	-0.6	2.0
Cc1ccsc1C(=O)Nc1n[nH]c(C(F)(F)F)n1	14.2	3.9	-6.5	7.0	9.5	9.7	-6.6	4.3
CCN(CC(=O)N1CCC(C(N)=O)CC1)S(=O)(=O)c1cc(Cl)ccc1Cl	14.1	4.8	7.0	-13.6	0.1	·	·	·
Cc1ccc(SCC(=O)OCC(=O)NCC2CCCCC2)cc1C	4.3	-2.1	4.0	-6.2	-11.2	-1.7	2.1	-57.9

Next entries follow.
SMILES	CCR6 antagonist	EBI2 block	ATG4B inhibitor	Gli-Sufu block	CXCR6 inh	UBC13 polyUb	APJ agonist	APJ antag
NS(=O)(=O)c1cnccc1Nc1ccc(Cl)cc1	10.3	1.9	1.2	-3.6	8.4	-3.2	-1.8	-4.8
Cc1cccc(NC(=S)NCC(c2cccnc2)N2CCOCC2)c1 (centres undefined)	-6.5	-2.8	-3.1	8.6	6.2	-2.4	0.7	-12.4
CC(C)(C)[C@H]1CCC(=O)N([C@H](CN=[N+]=[N-])Cc2ccccc2)CC1	6.2	10.5	-7.5	0.2	8.3	3.5	7.2	6.4
CSc1ccccc1NC(=O)CN(C)CC(=O)Nc1ccc(Cl)cc1F	-0.4	-2.2	14.5	4.1	5.2	4.5	-2.5	4.8
O=C(CSc1nc(-c2ccc(F)cc2)cs1)NCC1CCCO1 (centres undefined)	10.7	3.4	-6.3	-2.6	-1.4	2.9	-1.2	11.6
O=C1NCCNC1(c1c[nH]c2ccccc12)C(F)(F)F (centres undefined)	5.5	-4.9	4.4	-1.6	2.0	-0.9	-4.1	9.6
CN(C)S(=O)(=O)Oc1cccc(C(=O)Nc2ccccc2Cl)c1	14.0	8.0	5.2	20.0	2.9	7.1	-2.3	4.3
C(CCc1nn[nH]n1)CCC1CCCCC1	15.8	6.8	-3.0	-4.5	-10.2	·	·	·
CCCn1c(SCC(=O)c2cc(C)n(C3CC3)c2C)n[nH]c1=O	-1.5	-5.0	11.1	-34.4	-1.8	3.3	0.0	-14.3
NC(=S)N/N=C/c1coc2ccc(O)cc2c1=O	3.8	-2.0	-3.1	-4.9	-4.9	-14.7	2.8	-23.3
C/C(CC(=O)Nc1ccc(Br)cc1)=N\NC(=O)Cc1csc(N)n1	12.5	-5.2	-4.4	31.0	-3.8	·	·	·
Cc1cc(N(C)C)ccc1[N+](=O)[O-]	21.3	-4.2	2.7	2.0	5.5	-10.3	-0.2	20.3

Profiles, looked up by structure. Values in the order: CCR6 antagonist | EBI2 block | ATG4B inhibitor | Gli-Sufu block | CXCR6 inh | UBC13 polyUb | APJ agonist | APJ antag
`O=C1NCCNC1(c1c[nH]c2ccccc12)C(F)(F)F` (centres undefined) is listed with 5.5 | -4.9 | 4.4 | -1.6 | 2.0 | -0.9 | -4.1 | 9.6
`Cc1cccc(NC(=S)NCC(c2cccnc2)N2CCOCC2)c1` (centres undefined) is listed with -6.5 | -2.8 | -3.1 | 8.6 | 6.2 | -2.4 | 0.7 | -12.4
`CCCn1c(SCC(=O)c2cc(C)n(C3CC3)c2C)n[nH]c1=O` is listed with -1.5 | -5.0 | 11.1 | -34.4 | -1.8 | 3.3 | 0.0 | -14.3
`CN(C)S(=O)(=O)Oc1cccc(C(=O)Nc2ccccc2Cl)c1` is listed with 14.0 | 8.0 | 5.2 | 20.0 | 2.9 | 7.1 | -2.3 | 4.3

Compounds were not picked by outcome; 3% or so of the library scored in one or more.
